NOD2 RIPK2 PPI – inhibitors of human NOD2-RIPK2 interaction; O43353; CHO BLA complementation NOD2-RIPK2, CCF4 ratio; inhibition, % at 4.98 µM; actives 0.38% (n = 360,000); AID 624267; in the data active means inhibition above about 21%;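 further: 0% = vehicle only and 100% = reference blocker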
Target sequence (O43353 whole entry, looked up): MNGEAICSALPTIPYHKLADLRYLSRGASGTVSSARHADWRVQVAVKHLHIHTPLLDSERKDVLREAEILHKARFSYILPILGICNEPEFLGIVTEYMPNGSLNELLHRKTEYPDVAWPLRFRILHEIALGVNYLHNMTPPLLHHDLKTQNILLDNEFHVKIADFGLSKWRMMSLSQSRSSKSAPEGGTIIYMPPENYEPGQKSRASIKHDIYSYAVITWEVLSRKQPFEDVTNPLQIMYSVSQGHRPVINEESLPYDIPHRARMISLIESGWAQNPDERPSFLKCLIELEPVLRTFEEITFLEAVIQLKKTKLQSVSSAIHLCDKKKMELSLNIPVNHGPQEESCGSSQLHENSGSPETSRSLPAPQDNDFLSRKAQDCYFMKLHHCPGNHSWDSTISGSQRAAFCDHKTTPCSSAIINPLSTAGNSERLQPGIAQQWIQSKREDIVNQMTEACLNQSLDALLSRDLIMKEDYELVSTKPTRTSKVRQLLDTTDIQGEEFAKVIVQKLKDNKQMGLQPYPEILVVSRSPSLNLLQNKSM
MC4R ag barr – activates human MC4R beta-arrestin recruitment | P32245 | U2OS MC4R beta-arrestin complementation, luminescence; percent of melanotan II response, DMSO zero | activation, % at 8.9 µM | actives 0.98% (n = 360,000) | AID 540308;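 active means activation above a per-plate cutoff, the mean activation of sample wells on that plate plus 3 SD, cut at about 8% in these data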
ABCB6 inh MLPCN – blocks the human ABCB6 transporter; K562-ABCB6 porphyrin accumulation, flow cytometry, 1 h; active compounds read low; fluorescence ratio to DMSO, % at 10 µM; actives 0.19% (n = 360,000); Q9NP58; AID 602162;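 active means fluorescence ratio to DMSO below 75%, the collection mean minus 3 SD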;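 further: signal is porphyrin accumulated inside mitochondria; 100% equals median channel fluorescence of DMSO control wells; lower ratio means ABCB6 inhibition with less porphyrin fluorescence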
ABHD5-PLIN5 inh – inhibitors of human ABHD5-perilipin-5 interaction. Q00G26+Q8WTS1. Split G. princeps luciferase complementation, luminescence, 4 h. inhibition, % at 4 µM. actives 0.78% (n = 360,000);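 active means inhibition above the mean inhibition across every tested compound plus 3 SD, cut at about 22% in these data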;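 further: 0% = DMSO only wells and the 100% control is not disclosed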
MC4R antag cAMP – blocks human MC4R cAMP signaling. inhibition, % at 6.5 µM. AID 540295. actives 0.48% (n = 360,000). P32245. MC4R-expressing cells, MTII-stimulated cAMP, LANCE TR-FRET;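 active means inhibition above its plate's cutoff, the mean of tested wells on that plate plus 3 SD, cut at about 29% in these data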;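 further: 0% = Melanotan II alone and 100% = Melanotan II plus saturating MCL0020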
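System: U2OS-MC4R stable cell line; Technique: Eu-cAMP/anti-cAMP TR-FRET, emission 671 nm; Repeats: single well per compound; Also added: Melanotan II; Dosing: one concentration, 6.5 µM nominal; Schedule: 30-min compound, 1-h challenge, 1-h detection, room temperature.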
N-glyco inh – N-linked glycosylation inhibition | AID 588692 | D54 ERlucT glycosylation luciferase reporter, 24 h; percent of 100 nM tunicamycin response | actives 0.23% (n = 360,000) | reporter increase, % at 12.5 µM;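 active means mean luciferase reporter signal, scaled so untreated is 0 and the glycosylation-blocking control 100, at or above a set limit in every replicate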;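 further: luciferase carries N-glycosylation sites so blocking glycosylation raises the light; 0% = median of neutral control wells and 100% = median of 100 nM tunicamycin wells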
m5-HT2A agonist – agonists of mouse serotonin 5-HT2A receptor (HTR2A). activation, % at 7.6 µM. actives 0.66% (n = 360,000). P35363. CHO-K1 mHTR2A beta-arrestin complementation, luminescence; percent of 30 µM serotonin response;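 active means activation above a run cutoff, the mean activation of all tested compounds plus 3 SD, cut at about 14% in these data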;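 further: 0% = plate median of compound wells and 100% = 30 µM serotonin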
H9c2 protect – protects H9c2 cardiomyocytes from peroxide injury | H2O2 injury protection, ATPLite, 2 h | protection from H2O2 cell death, % at 20 µM | actives 0.63% (n = 360,000) | AID 588492;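 active means compounds giving at least 50% protection of heart cells from peroxide-induced death in the single-dose screen, raw or plate-pattern-corrected value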;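 further: 0% = DMSO wells with peroxide and 100% = DMSO wells without peroxide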
TLR9-MyD88 inh – blocks human TLR9 binding to MyD88; Q9NR96+Q99836; CHO BLA complementation TLR9-MyD88, CCF4 FRET ratio; inhibition, % at 4.98 µM; actives 0.21% (n = 340,000); AID 504734;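 active means inhibition above the mean over all tested compounds plus 3 SD, cut at about 21% in these data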;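 further: 0% = DMSO only wells and 100% = clavulanate BLA inhibitor control wells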
NCOA2 inhibitor – human SRC2 (NCOA2) inhibition. Q15596. actives 0.17% (n = 370,000). HEK293 GAL4-SRC2 luciferase reporter, luminescence. inhibition, % at 9 µM. AID 651957;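 active means inhibition above the mean inhibition of all tested compounds plus 3 SD, set per campaign, cut at about 52% in these data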;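 further: 0% = DMSO treated cells and 100% = cells given Gossypol at 36 µM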
* marks the source's active call; other numbers are inactive results; / = not tested or not shown.

SMILES	NOD2 RIPK2 PPI	MC4R ag barr	ABCB6 inh MLPCN	ABHD5-PLIN5 inh	MC4R antag cAMP	N-glyco inh	m5-HT2A agonist	H9c2 protect	TLR9-MyD88 inh	NCOA2 inhibitor
CC(=O)NCCn1c(SCc2cccc([N+](=O)[O-])c2)nc2ccccc2c1=O	-0.2	-1.7	96.0	1.4	3.6	-7.2	-4.8	18.9	5.4	4.4
Cc1cc2nc3n(c2cc1C)CC1CC(C(=O)NCC2CC2)N(C)C31 (centres undefined)	5.1	-1.1	98.0	-7.2	7.6	3.4	0.7	1.3	2.8	-2.4
Cc1nn(Cc2ccccc2)c(Cl)c1C(=O)OCC(=O)NC(=O)NC12CC3CC(CC(C3)C1)C2	-1.9	0.1	102.0	-4.2	-0.1	-1.2	2.3	-10.5	-6.9	4.2
Cc1cc(C(=O)N2CCN(S(=O)(=O)c3ccccc3)CC2)c(C)o1	-6.4	-0.5	103.0	9.3	-3.4	-0.4	-5.2	2.3	-2.4	18.6
Cc1cc(C)cc(NC(=O)CN2CCC(NC(=O)c3ccccc3F)CC2)c1	-5.3	0.4	98.0	2.6	6.8	-0.2	3.3	4.6	8.7	-10.0
CC(=O)Nc1ccc(NC(=O)c2ccc(S(=O)(=O)N3CCCCCC3)cc2)cc1	-12.4	-0.3	97.0	-2.8	5.3	-1.0	0.5	4.5	-4.9	-5.4
CC(NC(=O)COC(=O)c1ccc2ccccc2n1)c1ccccc1 (centres undefined)	-8.8	-0.7	92.0	-3.7	8.6	0.8	0.7	0.9	15.0	1.7
Cc1ccc(C)c(NS(=O)(=O)c2c(C)[nH]c(C)c2C(=O)N2CCCCC2)c1	-5.0	1.2	97.0	-1.9	5.8	-0.1	-0.3	-5.0	-5.5	10.3
CCn1cc(C2C(C(=O)Nc3ccc(Br)cn3)=C(C)NC3=C2C(=O)CCC3)c(C)n1 (centres undefined)	-2.8	1.8	98.0	-4.6	-2.0	1.9	1.5	17.9	-6.1	17.4
CC1CCN(C(=S)NC(=O)c2ccccc2Br)CC1	-2.6	-3.5	101.0	-2.6	-1.2	-0.4	-0.7	5.3	-9.6	-16.6

Five entries already listed, sorted by heavy-atom count, ascending.
SMILES	NOD2 RIPK2 PPI	MC4R ag barr	ABCB6 inh MLPCN	ABHD5-PLIN5 inh	MC4R antag cAMP	N-glyco inh	m5-HT2A agonist	H9c2 protect	TLR9-MyD88 inh	NCOA2 inhibitor
Cc1cc(C(=O)N2CCN(S(=O)(=O)c3ccccc3)CC2)c(C)o1	-6.4	-0.5	103.0	9.3	-3.4	-0.4	-5.2	2.3	-2.4	18.6
Cc1cc2nc3n(c2cc1C)CC1CC(C(=O)NCC2CC2)N(C)C31 (centres undefined)	5.1	-1.1	98.0	-7.2	7.6	3.4	0.7	1.3	2.8	-2.4
Cc1cc(C)cc(NC(=O)CN2CCC(NC(=O)c3ccccc3F)CC2)c1	-5.3	0.4	98.0	2.6	6.8	-0.2	3.3	4.6	8.7	-10.0
CC(=O)Nc1ccc(NC(=O)c2ccc(S(=O)(=O)N3CCCCCC3)cc2)cc1	-12.4	-0.3	97.0	-2.8	5.3	-1.0	0.5	4.5	-4.9	-5.4
CCn1cc(C2C(C(=O)Nc3ccc(Br)cn3)=C(C)NC3=C2C(=O)CCC3)c(C)n1 (centres undefined)	-2.8	1.8	98.0	-4.6	-2.0	1.9	1.5	17.9	-6.1	17.4

Remaining list, next part
SMILES	NOD2 RIPK2 PPI	MC4R ag barr	ABCB6 inh MLPCN	ABHD5-PLIN5 inh	MC4R antag cAMP	N-glyco inh	m5-HT2A agonist	H9c2 protect	TLR9-MyD88 inh	NCOA2 inhibitor
Cc1cccc(OCC(=O)Nc2nc3ccc([N+](=O)[O-])cc3s2)c1	-8.1	0.9	105.0	-16.4	7.3	1.1	5.0	-17.9	-9.7	-9.3
Cc1ccc2cc(CN(Cc3ccco3)C(=S)NCC3CCCO3)c(=O)[nH]c2c1 (centres undefined)	1.9	-2.2	97.0	2.3	6.5	0.9	-2.1	-10.7	-9.7	/
CCN(Cc1nc2ccccc2c(=O)[nH]1)Cc1nc2ccsc2c(=O)[nH]1	4.1	-1.1	99.0	-2.2	5.5	0.3	8.6	8.2	-7.0	17.1
COc1ccccc1NC(=S)N(Cc1ccco1)Cc1cc2cccc(C)c2[nH]c1=O	-15.5	2.6	92.0	2.8	2.0	2.3	1.0	19.3	-7.1	-10.7
COc1nc(Nc2ccc(C(C)C)cc2)nc(OC)n1	1.9	-2.1	107.0	-9.2	-1.3	-0.3	-3.7	-6.4	-4.8	-7.1
CS(=O)(=O)c1ccc2nc(NC(=O)CN3CCCCCC3)sc2c1	-5.0	-1.0	100.0	-9.5	6.8	0.1	1.8	7.1	-0.1	3.1
COc1ccc(C2=NN(c3ccccc3)C(c3cccs3)C2)cc1 (centres undefined)	-1.4	4.0	99.0	2.9	5.6	-1.6	1.9	-13.0	-3.5	13.3
O=C(Nc1cc(F)ccc1F)C1CCCN(c2ncnc3c2nc2n3CCCCC2)C1 (centres undefined)	-9.0	-0.5	103.0	6.4	8.0	2.7	-5.0	11.4	-1.5	26.7
CC(=O)N(C(C)=O)c1ccc2c(c1)OCCO2	-6.4	-0.5	96.0	12.3	12.5	3.2	2.4	5.7	-1.9	3.1
CC(C)N1C(=O)CCC1C(=O)NCCc1ccc(Cl)cc1 (centres undefined)	-22.4	-0.7	103.0	-0.5	-1.8	0.6	-2.3	-6.6	-0.8	6.4
O=[N+]([O-])c1ccccc1N/N=C\c1ccccc1F	-2.3	5.0	89.0	-14.2	1.1	-7.2	0.4	-7.4	10.3	-65.5
COc1ccc(NC(=O)N2CCN(C(=O)c3ccco3)CC2)c(OC)c1	4.8	-1.4	91.0	1.0	2.4	1.1	-3.9	12.7	-3.2	-4.1
O=C(O)CCc1ccc(-c2ccc(Br)cc2)n1NC(=O)c1ccc([N+](=O)[O-])cc1	3.7	2.0	100.0	2.4	6.1	0.7	3.6	2.0	-1.3	-25.0

Assay outcomes deposited in PubChem BioAssay by several laboratories.

A portion of the library; the hit share may differ from the screen's.
